NCI-60 one-dose screen, 48 h, at 10 µM unless noted. Numbers give growth in % (100 = growth as untreated, 0 = no growth, -100 = all killed).
NCI/ADR-RES: NCI/ADR-RES ovarian cells; 81,000 compounds, 4.4% hits
NCI-H460: NCI-H460 lung cancer | 82,000 compounds, 6.8% hits | AID 1794736
NCI-H226: NCI-H226 lung cancer; 79,000 compounds, 3.5% hits; AID 1794732
HCT-15: HCT-15 colon cancer. 82,000 compounds, 5.2% hits. AID 1794746
HCT-116: HCT-116 colon cancer | 82,000 compounds, 7.3% hits
COLO 205: COLO 205 colon cancer | AID 1794742 | 79,000 compounds, 7.3% hits
NCI-H23: NCI-H23 lung cancer. AID 1794731. 80,000 compounds, 4% hits
NCI-H322M: NCI-H322M lung cancer | 80,000 compounds, 2.7% hits
NCI-H522: NCI-H522 lung cancer | 78,000 compounds, 8% hits
* marks the source's active call; other numbers are inactive results; . = not tested or not shown; & = joins results of further samples; ! = not active in a repeat. Rule for the calls: active = growth percent below 10; inactive = the rest. A portion of the library, so the mix of outcomes need not match the whole.

A first look (five entries):
SMILES	NCI/ADR-RES	NCI-H460	NCI-H226	HCT-15	HCT-116	COLO 205	NCI-H23	NCI-H322M	NCI-H522
CC(C)(NC(=O)O[C@@H]1CN2CCC1CC2)c1csc(-c2cccnc2)n1	100	109	95	95	94	106	95	83	91
CC(=O)O[C@H](C[C@H](C(C)C)N(C)C(=O)[C@H](C)NC(=O)[C@H]1CCCN1C)c1nc(C(=O)N[C@@H](Cc2ccccc2)C[C@H](C)C(=O)O)cs1	105	101	92	101	.	102	84	104	28
CCOC(=S)SSC(Cl)(Cl)Cl	112	109	.	111	104	110	107	115	106
Cc1ccc(NC2=N[C@]34CC(=O)CC[C@]3(C)[C@H]3CC[C@]5(C)C(=O)CC[C@H]5[C@@H]3C[C@@H]4S2)c(C)c1	53	46	73	0.8*	-27*	62	54	80	25
O=C1NC(=O)C(C2CCOC2=O)N1 (stereo not drawn)	.	104	103	99	109	113	106	103	93

The list itself, repeating the preview:
SMILES	NCI/ADR-RES	NCI-H460	NCI-H226	HCT-15	HCT-116	COLO 205	NCI-H23	NCI-H322M	NCI-H522
CC(C)(NC(=O)O[C@@H]1CN2CCC1CC2)c1csc(-c2cccnc2)n1	100	109	95	95	94	106	95	83	91
CC(=O)O[C@H](C[C@H](C(C)C)N(C)C(=O)[C@H](C)NC(=O)[C@H]1CCCN1C)c1nc(C(=O)N[C@@H](Cc2ccccc2)C[C@H](C)C(=O)O)cs1	105	101	92	101	.	102	84	104	28
CCOC(=S)SSC(Cl)(Cl)Cl	112	109	.	111	104	110	107	115	106
Cc1ccc(NC2=N[C@]34CC(=O)CC[C@]3(C)[C@H]3CC[C@]5(C)C(=O)CC[C@H]5[C@@H]3C[C@@H]4S2)c(C)c1	53	46	73	0.8*	-27*	62	54	80	25
O=C1NC(=O)C(C2CCOC2=O)N1 (stereo not drawn)	.	104	103	99	109	113	106	103	93
CC(C)(C)C1(CCO)C(=O)NC(=S)NC1=O	107	108	111	101	109	105	102	128	.
Cc1cccc(N2CCN(CCO)CC2)c1	110	121	109	119	107	107	109	120	80
O=S(=O)(F)c1ccccc1	106	108	105	105	108	109	97	101	109
CCN(CC)c1ccc(C=C2C(=O)NC(=S)NC2=O)cc1	100	104	85	77	94	104	93	104	87
COc1ccc(S(=O)(=O)F)cc1C(=O)O	104	111	98	98	104	106	102	86	87
CN1C(=O)CN=C(c2ccccc2)c2sccc21	105	108	84	99	96	117	99	93	81
O=C(CC1(O)C(=O)Nc2ccc(Br)cc21)c1ccc(C(=O)NCC2CCC3(CC2)OOC2(CCCCC2)OO3)cc1 (stereo not drawn)	65	36	61	54	39	51	54	80	6.7*
O=C1/C(=C/c2cn(Cc3ccccc3Br)c3ncccc23)N2CCC1CC2	64	93	68	89	69	94	82	87	70
CCOP(=O)(OCC)C(=O)N(CC)CC	102	103	94	98	104	118	105	105	92
CC(C)(C)[C@H](NC(=O)c1cn(CCC2CCCCC2)c2ccccc12)C(N)=O	86	102	82	83	91	100	97	89	78
C[C@@H]1O[C@@H](O[C@H]2CC[C@@]3(C)[C@H](CCC4[C@@H]3C(O)C[C@]3(C)[C@@H](c5ccc(=O)oc5)CC[C@]43O)C2)[C@H](O)[C@H](O)[C@H]1O (stereo partly drawn)	-67*	-81*	-84*	-75*	-80*	.	-79*	-74*	-87*
COC(=O)CC[C@@H](C)[C@H]1CC[C@H]2[C@@H]3CC[C@@H]4C[C@]5(CC[C@]4(C)[C@H]3C[C@H](OC(C)=O)[C@]12C)OO[C@@](C)(C(F)(F)F)O5	97	95	86	79	60	105	77	99	60
O=c1[nH]c2cc(Cl)ccc2n1C1CCN(CCCC(c2ccc(F)cc2)c2ccc(F)cc2)CC1	52	-49*	126	-30*	3.2*	-88*	60	78	-56*
O=C(/C=C/c1ccccc1)c1nc2ccccc2n1Cc1ccc(F)cc1	-50*	-29*	-48*	-70*	-87*	-43*	-46*	37	-33*
CCC1CN1P(=O)(N(CC)CC)N1CC1CC (stereo not drawn)	104	107	106	95	98	120	104	91	.
COc1ccc2oc(=O)cc(C3C(C#N)=C(N)Oc4c3c(=O)oc3ccccc43)c2c1 (stereo not drawn)	101	104	81	99	103	104	93	97	82
Cc1cc(C)c(C[N+](C)(C)C)c(C)c1	94	105	86	106	91	107	94	98	102
S=C=NCc1ccccc1	105	114	101	107	112	117	106	110	114
ClCC[N+]12CC[N+](CCCl)(CC1)C2	100	102	100	101	103	105	99	97	106
COP(=O)(OC)C(O)c1ccccc1 (stereo not drawn)	99	107	107	96	105	115	96	90	105
NC1CC2CCCCC2CC1(O)c1ccccc1 (stereo not drawn)	.	103	92	102	94	106	95	103	98
CCOP(=O)(OCC)/C(C#N)=C/c1ccc(Cl)cc1	100	102	95	100	98	100	89	92	102
CC(Cl)CN(C)C (stereo not drawn)	104	112	108	99	106	116	102	112	.
N#CC(O)c1ccccc1 (stereo not drawn)	107	105	84	108	106	100	104	117	102
Nc1c([N+](=O)[O-])cccc1[N+](=O)[O-]	112	108	104	114	98	118	104	106	101
O=C(CCl)c1ccccc1	110	109	104	110	108	129	114	116	.
COC(=O)[C@@H](C)C[C@H](Cc1ccccc1)NC(=O)c1csc([C@@H](C[C@H](C(C)C)N(C)C(=O)[C@@H](NC(=O)[C@H]2CCCCN2C)C2CCCCC2)OC(C)=O)n1	11	1.0*	21	11	-22*	-76*	16	34	-32*
C/C(=C\c1cc(C(F)(F)F)nn1CCNC(=O)OC(C)(C)C)[C@@H]1C[C@@H]2O[C@]2(C)CCC[C@H](C)[C@H](O)[C@@H](C)C(=O)C(C)(C)[C@@H](O)CC(=O)O1	28	30	77	40	23	31	59	72	63
C=CCC1(CC)C(=O)NC(=S)NC1=O	104	111	104	100	108	97	100	.	94
CC(Cc1ccccc1)NCC(=O)c1ccc(O)c(O)c1 (stereo not drawn)	95	105	101	93	99	101	96	95	83
O=[N+]([O-])c1ccc(N2CCOCC2)c2nonc12	100	98	105	91	98	94	99	100	91
C=CC[Se]C(=O)c1ccccc1OC(C)=O	0.1*	-13*	28	18	5.7*	36	-22*	-17*	47
Clc1ccc(N2CCN(Cc3ccccc3)CC2)cc1	104	112	96	92	87	100	95	104	83
CCCCNCCc1cccnc1	100	105	103	100	103	115	95	111	89
CC1=CC(=Nc2ccc(N(CCCl)CCCl)cc2)C=C(C)C1=O	20	7.3*	45	9.0*	7.6*	40	23	79	-87*

Fetched by structure from the list above, 5 records:
SMILES	NCI/ADR-RES	NCI-H460	NCI-H226	HCT-15	HCT-116	COLO 205	NCI-H23	NCI-H322M	NCI-H522
CCOP(=O)(OCC)C(=O)N(CC)CC	102	103	94	98	104	118	105	105	92
Nc1c([N+](=O)[O-])cccc1[N+](=O)[O-]	112	108	104	114	98	118	104	106	101
NC1CC2CCCCC2CC1(O)c1ccccc1 (stereo not drawn)	.	103	92	102	94	106	95	103	98
CC(C)(C)[C@H](NC(=O)c1cn(CCC2CCCCC2)c2ccccc12)C(N)=O	86	102	82	83	91	100	97	89	78
C=CCC1(CC)C(=O)NC(=S)NC1=O	104	111	104	100	108	97	100	.	94

(continued)
SMILES	NCI/ADR-RES	NCI-H460	NCI-H226	HCT-15	HCT-116	COLO 205	NCI-H23	NCI-H322M	NCI-H522
c1ccc2c(c1)O[As](O[As]1Oc3ccccc3O1)O2	50	55	65	30	43	50	44	58	.
Clc1ccc(Cl)c2ccccc12	110	117	110	109	98	120	106	123	168
O=c1n(Cl)c(=O)n(Cl)c(=O)n1Cl	99&105	105&108	99&102	97&110	107&113	103&117	102	129&132	97&103
O=S(=O)(F)c1ccc2nc(-c3cccc(Sc4ccccc4)c3)cc(Cl)c2c1	94	101	97	93	102	127	97	93	105
N#CC1=C(N)Oc2c(c(=O)oc3ccccc23)C1c1ccco1 (stereo not drawn)	106	114	108	102	105	114	101	118	93
CC(C)=CC(=O)CC(C)(C)N1CC1	.	113	102	105	101	123	106	120	112
O=C(Nc1ccc(Br)cc1)c1cc(Br)cc(Br)c1O	-6.1*	-25*	11	-15*	-14*	102	-14*	14	-3.2*
O=C(CCl)N1CCOCC1	106	108	106	101	95	112	101	101	74
CC1=C(C)C(=O)OC([C@](C)(O)[C@@]2(O)CC[C@@]3(O)C4CC=C5CC=CC(=O)[C@]5(C)C4CC[C@]23C)C1 (stereo partly drawn)	88	95	90	80	87	107	93	96	81
O=P(Oc1ccc(Br)cc1)(N1CC1)N1CC1	97	30	107	87	85	120	58	105	48
O=C(Cc1ccccc1)NC(O)C(Cl)(Cl)Cl (stereo not drawn)	107	120	97	118	107	118	102	122	105
O=C(CCN1CC2CCC(CC2)C1)c1ccco1	106	111	.	104	96	113	109	.	98
CN(C)c1ccc([N+](=O)[O-])c([N+](=O)[O-])c1	98&104	109&110	105&113	100&110	102&98	122&106	97&109	101&111	-70*!
NP(N)(=O)NC(=O)c1ccc(F)cc1	115	99	95	112	98	113	112	96	122
O=CN1N=C(c2ccc(Cl)cc2)CC1c1sc(N(CCCl)CCCl)nc1Cl (stereo not drawn)	100	93	81	95	90	93	91	83	71
COC(=O)C[Se]C(=O)c1ccccc1OC(C)=O	24	77	56	46	11	47	76	77	.
CCOC(=O)C1(C)OC1c1ccc(C)cc1 (stereo not drawn)	111	109	104	98	101	121	113	106	98
O=C(c1ccccc1)C1CCCC1	118	113	101	103	103	108	107	111	90
COC(=O)/C(=C\c1ccco1)P(=O)(OC)OC	103	104	98	99	98	111	103	85	91
CC12CC(=O)C3(SC#N)C(CCC4=CC(=O)CCC43C)C1CCC2=O (stereo not drawn)	.	96	94	34	40	66	99	96	-3.6*
ClCc1cccc(CCl)c1	103	100	104	101	100	110	106	107	100
CCCN1CCN(c2ccccc2OC)CC1	98	109	110	100	98	103	93	94	88
O=P(OC1=CCCCC1)(c1ccccc1)c1ccccc1	83&92	97&105	90&103	94&100	90&94	118&112	93&100	85&117	92
CCOP(=O)(OCC)C(O)c1ccc(Cl)cc1Cl (stereo not drawn)	107	119	104	102	99	118	105	113	81
COc1ccc2c(c1)Oc1nc(N)c(C#N)c(N)c1C2c1cc(OC)c(OC)c(OC)c1 (stereo not drawn)	105	105	92	93	101	112	110	100	106
CCCCOc1nc2c(C)cccc2cc1C(c1c(O)c2ccccc2oc1=O)c1cn(Cc2ccccc2)c2ccccc12 (stereo not drawn)	101	96	86	90	95	112	101	106	83
CCOC(=O)CCOc1cccc(N(CCCl)CCCl)c1	99	87	90	101	99	115	97	103	88
CN(C)CCc1ccc(OC(=O)c2ccc(N)cc2)cc1	108	103	112	94	103	98	103	108	99
Cn1c(O)c(C=N)c(=O)n(C)c1=O	102	99	101	93	92	93	103	91	86
NC(Cc1ccccc1Cl)c1nn[nH]n1 (stereo not drawn)	102	108	101	100	104	103	99	94	97
CCCCS(=O)(=O)Cl	107	106	100	108	98	109	108	111	100
CCCc1cc(O)c2c3c(c(=O)oc2c1)CN(C)CC3	.	12	39	23	21	21	54	43	18
CN(C)P(=O)(OCCOc1ccc(Cl)cc1Cl)N(C)C	100	105	99	110	104	103	102	93	92
Cc1c(C(=O)c2ccccc2)c2ccccc2n1C	96	103	96	91	100	122	94	93	89
CCOC(=O)C1C2c3ccccc3C(c3ccccc32)C1C(=O)OCC (stereo not drawn)	94&109	89&103	96&96	101&102	84&103	102&107	98&109	93&96	84
Cc1ccc(N2CCN(C(C)C#N)CC2)cc1 (stereo not drawn)	103	110	96	105	93	111	97	104	106
CCCCCCCCC(CO)NCCc1ccccc1 (stereo not drawn)	112	102	99	102	79	107	105	89	74
CCN1CC2(COC)C(O)CC(OC)C34C5CC6(O)C(O)C5C(O)(C(O)C6OC)C(C(OC)C23)C14 (stereo not drawn)	108	111	.	110	108	112	107	.	102
C=C[C@@H](O)C#CC#CC/C=C\CCCCCCC	92	100	.	120	116	111	96	.	100
O=C1C(P(=O)(O)O)CC(O)N1O (stereo not drawn)	99	104	101	106	102	115	99	103	104
Oc1ccc(Cc2ccc(O)cc2)cc1	112	104	101	112	109	120	109	99	85
O=C(CCN1CC1)OCC1CC2C=CC1C2 (stereo not drawn)	.	109	85	98	115	112	95	114	102
CCC1(C)CC(CCNCc2ccccc2O)(c2ccc(C)cc2)CCO1 (stereo not drawn)	.	102	107	98	109	115	101	108	108
C=CCC1C(=O)NC(=O)NC1=O	104	111	104	102	98	110	97	96	.
Nc1cc(Cl)ccc1O	88&94	106&90	111&89	86&78	107&86	122&116	95	96	67&78
O=C(N/N=C\c1ccc(N(CCCl)CCCl)cc1Cl)c1cccnc1	86	7.6*	-49*	80	43	83	70	133	116
CC[C@H](C)[C@H](NC(=O)c1ccccn1)C(=O)N(C)[C@H](C[C@@H](OC(C)=O)c1nc(C(=O)NC23CC(C(=O)OC)(C2)C3)cs1)C(C)C	92	101	97	95	98	99	97	98	76
Clc1ccc(COC(Cn2ccnc2)c2ccc(Cl)cc2Cl)c(Cl)c1 (stereo not drawn)	-22*!	56&57	76&68	46&42	16&15	58&57	25&41	86&94	42&39
O=C(/C=C/c1ccc(Cl)cc1Cl)c1nc2ccccc2n1Cc1ccc(Br)cc1	82	78	56	47	26	100	72	84	88
CCCCOC(C(=O)OCCN(C)C)(c1ccccc1)c1ccccc1	107	106	114	100	102	109	110	102	94
c1csc(CC2=NCCN2)c1	104	109	102	105	105	114	101	100	95
CCCCN(CCCC)CC(O)c1ccc(C2CCCCC2)cc1 (stereo not drawn)	89	99	88	64	88	75	85	97	80
CCCCn1c(=O)c(C(=O)NCc2ccccc2Cl)c(O)c2ccccc21	56	68	63	49	21	93	54	75	73
CNC(c1ccccc1)C(O)c1ccccc1 (stereo not drawn)	103	106	98	103	101	105	104	100	103
N#[N+]c1c(C(=O)O)[nH]c(=O)[nH]c1=O	93	112	100	105	98	111	91	103	90

Compound activity: PubChem BioAssay, NCI
